Screening results: PubChem BioAssay, NMMLSC
CR mimetic SO: caloric restriction mimetics inhibiting age-related superoxide in yeast | S. cerevisiae aged cells, superoxide DHE fluorescence; stronger effect = lower value | superoxide response (% of plate mean), % at 10 µM | 330,000 tested, 0.18% active | AID 2690;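 active = superoxide response under a set limit, about three screen SD below normal, cut at about 65% in these data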;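 note: yeast aged for seven days with compound at 30 °C before DHE staining; 100% = average MFI of all compound-treated wells on the plate with controls excluded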
MEP2-GFP yeast: yeast TOR pathway MEP2-GFP modulation. GFP response vs DMSO, % at 10 µM. AID 2016. S. cerevisiae MEP2-GFP strain, flow cytometry GFP, 3 h; 100% = DMSO control level. 330,000 tested, 0.51% active;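 active = GFP response versus DMSO above a set limit, roughly screen mean plus 3 SD, cut at about 180% in these data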;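 note: median GFP fluorescence of the barcode-gated MEP2-GFP cells per well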
RPL19A TOR yeast: modulators of TOR pathway RPL19A-GFP in S. cerevisiae; percent response vs DMSO, % at 10 µM; S. cerevisiae RPL19A-GFP strain, flow cytometry, 3 h; stronger effect = lower value; 330,000 tested, 0.3% active; AID 2025;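 active = percent response vs DMSO below 50%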;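 note: median channel GFP fluorescence of the barcoded RPL19A-GFP strain; ratio of sample median GFP to plate DMSO average so 100% = DMSO; lower means less RPL19A-GFP as with rapamycin TOR inhibition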
LAP4 TOR yeast: modulators of TOR pathway LAP4-GFP in S. cerevisiae. GFP response vs DMSO, % at 10 µM. 320,000 tested, 0.34% active. S. cerevisiae LAP4-GFP multiplex, flow cytometry GFP, 3 h; median GFP as percent of DMSO wells. AID 2023;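 active = GFP response vs DMSO above a set limit, about the screen mean plus 3 SD, cut at about 150% in these data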
VLA-4 inh: inhibition in a human VLA-4 binding assay | P13612 | VLA-4 expressing cells, ligand binding flow cytometry | inhibition, % (about 7 µM as worked out from the volumes in the protocol) | 330,000 tested, 0.2% active; in the data active = inhibition above about 50%
GRK2 inh: blocks RNA aptamer binding to human GRK2; P25098; bead flow cytometry, FAM-aptamer displacement from GRK2; inhibition of aptamer binding, % at 10 µM; 330,000 tested, 0.59% active;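 active = inhibition of aptamer binding above 40%, roughly 3 SD of noise, on plates passing a quality check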;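 note: median bead fluorescence of bound FAM aptamer so fluorescent compounds give negative values; no value below 0 was filed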
Target sequence (P25098 whole entry, looked up): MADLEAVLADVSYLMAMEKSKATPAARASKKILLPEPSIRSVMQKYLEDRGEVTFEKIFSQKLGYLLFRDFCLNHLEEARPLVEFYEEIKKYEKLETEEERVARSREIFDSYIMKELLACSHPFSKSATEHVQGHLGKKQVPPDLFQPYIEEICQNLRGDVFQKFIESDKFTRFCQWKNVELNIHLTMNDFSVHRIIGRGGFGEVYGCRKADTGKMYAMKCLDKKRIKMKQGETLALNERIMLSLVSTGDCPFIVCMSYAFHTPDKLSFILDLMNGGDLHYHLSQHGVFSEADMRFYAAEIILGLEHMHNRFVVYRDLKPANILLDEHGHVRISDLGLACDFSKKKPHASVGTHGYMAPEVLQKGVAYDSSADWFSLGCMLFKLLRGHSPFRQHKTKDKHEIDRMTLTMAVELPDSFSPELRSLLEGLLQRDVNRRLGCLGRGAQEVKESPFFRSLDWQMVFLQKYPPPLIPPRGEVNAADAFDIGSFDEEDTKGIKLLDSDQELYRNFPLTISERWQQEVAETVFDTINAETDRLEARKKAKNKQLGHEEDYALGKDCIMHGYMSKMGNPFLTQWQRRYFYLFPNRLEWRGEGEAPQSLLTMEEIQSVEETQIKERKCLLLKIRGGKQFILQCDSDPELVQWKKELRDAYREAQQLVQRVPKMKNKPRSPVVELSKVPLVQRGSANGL
CIT2-GFP yeast: modulators of TOR pathway CIT2-GFP in S. cerevisiae; S. cerevisiae CIT2-GFP strain, flow cytometry, 3 h; 100 means same as DMSO wells; GFP response vs DMSO, % at 10 µM; 320,000 tested, 0.065% active;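 active = GFP response relative to DMSO above a set limit, near the screen mean plus 3 SD, cut at about 150% in these data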;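 note: ratio of well median GFP fluorescence to mean of DMSO wells on the plate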
AGP1-GFP MLPCN: modulators of TOR pathway AGP1-GFP in S. cerevisiae | AID 2066 | S. cerevisiae AGP1-GFP multiplex flow cytometry, 3 h; GFP as percent of DMSO wells | 320,000 tested, 0.02% active | GFP response vs DMSO, % at 10 µM;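 active = GFP response relative to DMSO above a set limit, near screen average plus 3 SD, cut at about 150% in these data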;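 note: median GFP channel fluorescence of the gated AGP1 strain per well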
The depositor's hits bear a star; . = not tested or not shown.

Values in the order – CR mimetic SO	MEP2-GFP yeast	RPL19A TOR yeast	LAP4 TOR yeast	VLA-4 inh	GRK2 inh	CIT2-GFP yeast	AGP1-GFP MLPCN
CCCCn1c(=O)[nH]c(=O)c2c1nc(-c1cccc(OC)c1)n2C
  126	99	93	94	4	0	95	92
O=S(=O)(Cc1ccc(Cl)cc1)c1ccccc1-c1nnc(-c2ccccc2)o1
  106	101	99	91	-5	0	100	98
O=C(c1ccc(F)cc1)c1ccc(OCC(=O)N2CCOCC2)cc1
  107	91	93	93	6	0	82	95
Cc1ccc(/C=C(\C#N)C(=O)NCCN2CCOCC2)cc1
  102	100	97	111	-11	3	96	101
COc1ccc(/C=C/C(=O)c2ccc(OC)cc2O)cc1
  87	86	102	115	20	2	88	86
Cc1c(C(=O)N2CCN(c3ccccc3F)CC2)sc2ncn(CC(=O)N3CCOCC3)c(=O)c12
  84	112	102	95	9	0	107	110
Cc1ccc2oc(Nc3nc(C)cc(C)n3)nc2c1
  100	89	95	95	8	11	89	90
CN(C)S(=O)(=O)N1CCC(c2ccc(F)cc2)C(COc2ccc3c(c2)OCO3)C1 (stereo unspecified)
  87	103	100	101	19	5	103	106
O=S(=O)(Nc1ccccc1Cl)c1ccc(NS(=O)(=O)c2cccs2)cc1
  97	104	94	97	-2	.	94	101
Cc1cccc(NC(=O)CCSc2nncn2C)c1
  96	103	97	92	29	2	94	102
COc1ccc(NC(=O)CN2CC(c3ccccc3)CC2=O)cc1OC (stereo unspecified)
  103	101	101	108	8	0	101	105
Cc1ccc(NC(=O)CSc2nnc(Cn3c(=O)sc4ccccc43)n2C)cc1
  103	106	102	102	5	2	102	110
COc1ccc(/C=C2\SC(=S)N(Cc3cccnc3)C2=O)cc1C
  94	103	100	120	0	8	98	106
CCN1C(=O)[C@@H]2[C@H](C1=O)[C@@H]1C(=O)Nc3ccccc3C(=O)N1[C@@H]2c1cccc(C)c1
  98	99	98	95	28	1	103	110
CC(C)CC(NC(=O)C(NC(=O)C1CCC(=O)N1C(=O)OCc1ccccc1)C(C)C)C(=O)N1CCCC1C(N)=O (stereo unspecified)
  106	107	97	99	4	8	97	103
COc1cc(NC(=O)CSc2nc3ccccc3n2-c2ccccc2)c(C)cc1[N+](=O)[O-]
  113	99	103	110	11	1	98	104
COc1ccc(/C=N/NS(=O)(=O)c2ccc(F)cc2)cc1COc1cc(F)ccc1[N+](=O)[O-]
  103	97	103	97	-2	0	102	96
Cc1cc(C)c(NC(=O)CN2C(=O)NC3(CCCCC3)C2=O)c(C)c1
  92	110	105	110	10	0	106	106
C=CCOc1ccc(C2/C(=C(\O)c3ccc(F)cc3)C(=O)C(=O)N2CCCN(C)C)cc1 (stereo unspecified)
  106	96	101	102	5	0	88	96
CC(C)Cc1nnc(NC(=O)CSc2nc(O)c(Cc3ccccc3)c(=O)[nH]2)s1
  99	107	102	101	0	6	99	95
O=C(c1ccccc1F)N1CCCc2ccccc21
  105	105	104	104	7	0	96	99
CCN1CCN(S(=O)(=O)c2ccc(OC)cc2)CC1
  99	98	102	86	13	0	103	104
CN(C)C(=O)c1cnc(Sc2ncc(C(F)(F)F)cc2Cl)n1C
  85	98	102	108	13	1	103	102
Cc1nc(=O)c(-c2ccccc2)c(C)n1-c1ccc(O)cc1
  87	111	97	105	10	0	97	99
Cc1cc(C)c2[nH]c(=O)c(CN(Cc3ccccc3)C(=S)NCCCN(C)C)cc2c1
  93	102	91	102	37	0	83	87
Cc1ccc(S(=O)(=O)NCC(=O)OCC(=O)N(Cc2ccccc2)C(C)(C)C)cc1
  104	103	95	97	8	6	105	105
O=C(NCc1cccnc1)C(=O)Nc1nc(C23CC4CC(CC(C4)C2)C3)cs1
  82	100	102	114	18	3	99	104
COc1ccc(C2CC(=O)C3=C(C2)Nc2ncnn2C3c2ccccc2)cc1 (stereo unspecified)
  100	84	96	92	24	0	109	101
O=C(NC1CCCCC1)C(c1ccccc1)N(C(=O)c1csnn1)C1CCCC1 (stereo unspecified)
  93	103	101	92	-1	2	110	106
CCC(=O)NC(c1ccc(OC)cc1)c1cc(Cl)c2cccnc2c1O (stereo unspecified)
  110	96	96	106	-2	1	99	104

Record cards, from the list above. Values in the order: CR mimetic SO | MEP2-GFP yeast | RPL19A TOR yeast | LAP4 TOR yeast | VLA-4 inh | GRK2 inh | CIT2-GFP yeast | AGP1-GFP MLPCN
Cc1ccc(NC(=O)CSc2nnc(Cn3c(=O)sc4ccccc43)n2C)cc1 reads 103 | 106 | 102 | 102 | 5 | 2 | 102 | 110
Cc1nc(=O)c(-c2ccccc2)c(C)n1-c1ccc(O)cc1 reads 87 | 111 | 97 | 105 | 10 | 0 | 97 | 99

Next section:
Values in the order – CR mimetic SO	MEP2-GFP yeast	RPL19A TOR yeast	LAP4 TOR yeast	VLA-4 inh	GRK2 inh	CIT2-GFP yeast	AGP1-GFP MLPCN
COc1ccc(C(=O)OCC(=O)NC2CC2)cc1S(=O)(=O)N(C)Cc1ccccc1
  99	100	95	98	8	0	104	99
COc1ccc(-n2cnnc2SCC(=O)NC2CCCCC2)cc1
  102	103	95	98	35	0	92	96
CCOc1ccc(NC(=O)Cn2cc(C(=O)CC)c3ccccc32)cc1
  117	108	101	92	6	0	102	101
COCCNCCOc1ccc(C)cc1[N+](=O)[O-]
  116	98	99	91	5	1	98	96
Cc1cc(C)n(-c2n[nH]c(C)c2[N+](=O)[O-])n1
  99	106	106	101	15	1	98	102
CCS(=O)c1ccccc1C(=O)O (stereo unspecified)
  93	96	102	100	3	0	93	104
Cc1sc2ncnc(Nc3ccccc3)c2c1C
  85	79	94	100	2	0	96	92
C/C(=N\NC(=O)CSCc1ccccc1Br)c1cccc([N+](=O)[O-])c1
  98	106	100	96	-3	1	94	97
O=C(NCc1ccco1)NCC(F)(F)F
  102	94	94	90	14	1	91	94
COc1cc(CN2CCC(CO)(CCOc3ccccc3)CC2)cc(OC)c1
  88	95	96	100	-6	0	98	96
CCOc1ccc(N2CC(C(=O)NCc3ccccn3)CC2=O)cc1 (stereo unspecified)
  105	102	106	92	-6	2	96	93
CC(C)(C)c1nnc2sc(SC/C(O)=C(\C#N)c3nc4ccccc4[nH]3)nn2c1=O
  98	93	100	95	5	0	93	97
CC12COC3(C(=O)Nc4ccc(F)cc4)CC1CCC32C (stereo unspecified)
  86	114	93	122	4	2	101	107
COc1ccc(C(=O)C2CCCN(C(=O)c3cnsn3)C2)c(C)c1 (stereo unspecified)
  99	96	96	97	.	2	100	97
O=C(Nc1ccc(N2CCOCC2)cc1)c1ccc(-c2ccccc2[N+](=O)[O-])o1
  95	109	100	107	-18	1	104	106
CC(=O)CN1C(=O)NC(c2ccccc2)(c2ccccc2)C1=O
  96	117	109	122	10	1	101	106
Cc1ccnc(N2CCCC(C(=O)Nc3cc(F)ccc3C)C2)n1 (stereo unspecified)
  85	102	100	100	3	0	97	103
FC(F)C(F)(F)C(F)(F)C(F)(F)c1cc(-c2ccccc2)n[nH]1
  116	99	102	107	-4	1	108	101
N#Cc1c(NC(=O)CSc2ncc(-c3ccccc3)n2CC2CCCO2)sc2c1CCCC2 (stereo unspecified)
  96	98	97	104	-7	0	89	94
CCCc1cc(=O)[nH]c(SCC(=O)Nc2ccccc2C#N)n1
  93	103	100	98	-6	0	103	103
Cc1cccc(C(=O)N/C(=C/c2ccco2)C(=O)N2CCCCCC2)c1
  90	95	95	98	15	9	95	98
COc1ccc(CC(=O)O/N=C(\N)c2ccncc2)cc1
  108	101	97	105	-1	.	92	105
COc1cc(CC(=O)Nc2cccc(C(F)(F)F)c2)cc(OC)c1OC
  98	93	96	101	1	0	85	119
COc1ccc(Cl)cc1NC(=O)C(C)Sc1nnc(C2CC2)n1C1CC1 (stereo unspecified)
  98	92	90	85	-6	2	91	92
O=C(Nc1cccc(C(F)(F)F)c1)C1CCCN(S(=O)(=O)c2cnc[nH]2)C1 (stereo unspecified)
  100	97	99	95	-2	5	93	104
Nc1nc(N)nc(-c2ccccc2O)n1
  100	103	97	94	-6	0	99	111
CCc1nc(-c2ccccc2)c2ccccn12
  86	100	95	104	-9	1	98	99
Cn1cnnc1SCC(=O)Nc1sccc1C#N
  89	99	97	93	-4	2	108	105
CCc1nnc(NC(=O)c2cccc(S(=O)(=O)N3CCCCC3)c2)s1
  108	101	94	90	-10	95*	139	107
CN1CCN(c2ccc(NC(=O)c3ccc(Oc4ccccc4)cc3)cc2)CC1
  99	99	95	103	3	0	90	94

Three of the entries above in order of the RPL19A TOR yeast value, highest first:
structure | MEP2-GFP yeast | RPL19A TOR yeast | LAP4 TOR yeast | VLA-4 inh | GRK2 inh | CIT2-GFP yeast | AGP1-GFP MLPCN
CC(C)(C)c1nnc2sc(SC/C(O)=C(\C#N)c3nc4ccccc4[nH]3)nn2c1=O | 93 | 100 | 95 | 5 | 0 | 93 | 97
Cn1cnnc1SCC(=O)Nc1sccc1C#N | 99 | 97 | 93 | -4 | 2 | 108 | 105
Cc1sc2ncnc(Nc3ccccc3)c2c1C | 79 | 94 | 100 | 2 | 0 | 96 | 92

More records
Values in the order – CR mimetic SO	MEP2-GFP yeast	RPL19A TOR yeast	LAP4 TOR yeast	VLA-4 inh	GRK2 inh	CIT2-GFP yeast	AGP1-GFP MLPCN
C/C(=N\NC(=O)COc1ccc(C(C)(C)C)cc1)c1ccc2c(c1)OCCO2
  99	105	106	82	13	3	93	87
CCn1c(=O)c2cc(C(=O)NCC(OC)OC)sc2c2ccccc21
  97	87	85	88	-15	0	93	90
COc1ccc(/C=C2/NC(=O)N(Cc3ccccc3F)C2=O)cc1OC
  99	97	94	95	34	5	99	99
Cc1ccc(N2CCN(C(=O)C3CCC(=O)N(Cc4ccc(Cl)cc4)C3)CC2)c(C)c1 (stereo unspecified)
  79	102	108	86	17	0	93	91
CC(=O)c1ccc(S(=O)(=O)Nc2ccc(C(=O)N(C)CC(=O)Nc3cccc(C)c3C)cc2)cc1
  112	105	98	111	-5	5	94	101
CC(C)OP(=O)(OC(C)C)C(NC(=O)c1cccc([N+](=O)[O-])c1)C(N)=O (stereo unspecified)
  101	90	100	92	0	1	99	109
O=C(Nc1ccccc1C(=O)N1CCCCC1)c1cccc(S(=O)(=O)N2CCOCC2)c1
  90	110	103	108	2	0	113	104
COc1cc(C2C(C(C)=O)=C(O)C(=O)N2c2ccc(C)cc2)ccc1O (stereo unspecified)
  103	97	98	109	10	2	95	100
c1ccc(-c2ccc(CN3CCSCC3)cc2)cc1
  90	96	95	91	3	0	93	94
COc1ccccc1/C=C/C=N/n1c(-c2ccc(F)cc2)n[nH]c1=S
  97	99	100	102	-1	.	98	105
CC(C)CC(C(=O)N1CCc2ccccc2C1)N1C(=O)c2ccccc2C1=O (stereo unspecified)
  108	105	.	91	6	0	97	104
CCCNC(=O)NC(=O)CSc1nc(C)cs1
  105	94	92	107	-2	0	95	102
O=C(OCc1c(-c2ccccc2)ncc2ccccc12)N1CCOCC1
  84	87	97	99	-4	2	95	93
O=C(NCc1cccc(Cl)c1)c1ccc2ccccc2n1
  110	96	100	98	7	0	87	95
O=C(Cn1ccc(C(F)(F)F)n1)N=Nc1c(O)[nH]c2ccccc12
  101	99	98	97	12	0	94	102
COc1cc(C(=O)NCC(=O)OCn2nnc3ccccc3c2=O)cc(OC)c1OC
  88	100	93	97	6	0	92	94
Cc1cc(NC2CCCCC2)nc2ccccc12
  97	108	104	109	-7	0	100	103
COC(=O)C1=CN(Cc2ccc(OC)c(OC)c2)C=C(C(=O)OC)C1c1cccc(OC)c1OC
  99	99	105	96	-6	1	104	99
CC(C)c1ccc(-c2noc(C3CCCN(C(=O)c4ccc(F)cc4F)C3)n2)cc1 (stereo unspecified)
  87	105	96	110	7	0	97	102
CC1(C)Cc2c(c(N3CCOCC3)nc3sc4c(NN)ncnc4c23)CS1
  89	98	97	100	-8	0	99	.
CCN(CC)C(=O)N1CCN(C(=O)N2CCOCC2)CC1
  103	101	100	102	-1	1	100	93
O=C(NCCc1ccccn1)c1ccc2nc(Cc3ccccc3F)oc2c1
  96	103	95	105	4	6	95	97
